Keap1-Nrf2 PPI – disrupts human Keap1 binding to Nrf2 peptide; Q14145; inhibition, % at 9.4 µM; 340,000 compounds, 0.15% hits; AID 504523; Keap1 Kelch-Nrf2 peptide fluorescence polarization, 1536-well; in the data active = inhibition above about 12%; inconclusive = no clear call, values can overlap the other calls; inactive = below about 7.3%;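 note: human Keap1 Kelch domain with fluorescein labeled Nrf2 9mer peptide probe; 0% = neutral control wells and 100% = peptide positive control; higher means more block of Keap1 binding to Nrf2 peptide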
Target sequence (Q14145 whole entry, looked up, the tested form may be a part): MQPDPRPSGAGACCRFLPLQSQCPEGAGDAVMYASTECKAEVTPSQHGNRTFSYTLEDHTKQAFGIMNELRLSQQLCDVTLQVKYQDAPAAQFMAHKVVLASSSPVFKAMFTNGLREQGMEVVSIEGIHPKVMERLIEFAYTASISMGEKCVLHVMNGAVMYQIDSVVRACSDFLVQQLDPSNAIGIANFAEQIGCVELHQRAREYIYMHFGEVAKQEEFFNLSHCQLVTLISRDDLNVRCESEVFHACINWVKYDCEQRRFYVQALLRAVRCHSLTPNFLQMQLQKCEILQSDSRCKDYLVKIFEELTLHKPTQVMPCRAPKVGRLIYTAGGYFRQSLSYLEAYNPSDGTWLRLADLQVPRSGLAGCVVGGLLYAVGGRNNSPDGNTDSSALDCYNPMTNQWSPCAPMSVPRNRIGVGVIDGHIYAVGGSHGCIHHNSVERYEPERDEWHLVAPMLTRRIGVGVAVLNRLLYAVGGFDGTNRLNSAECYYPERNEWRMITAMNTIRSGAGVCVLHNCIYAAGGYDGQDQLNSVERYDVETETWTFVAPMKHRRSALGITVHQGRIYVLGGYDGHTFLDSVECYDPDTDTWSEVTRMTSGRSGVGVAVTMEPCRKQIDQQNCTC
Rtt109 HAT inh – C. albicans Rtt109 histone acetyltransferase inhibition. Q5AAJ8. purified Rtt109/Vps75, ThioGlo CoA-SH fluorescence, 4 h. inhibition, % at 34.9 µM. 330,000 compounds, 0.16% hits. AID 540336;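 active = inhibition of at least 50% in every replicate; inconclusive = best replicate reaches 50% inhibition but some replicates fall short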
DAGLB inhibitor – blocks human DAGLB lipase activity; Q8NCG7; HEK293T DAGLB membrane lysate, EnzChek fluorogenic substrate; inhibition, % at 5.17 µM; 340,000 compounds, 0.059% hits; in the data active = inhibition above about 34%;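 note: 0% = enzyme with vehicle and 100% = wells lacking enzyme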
CAL PDZ FP-1 – human CAL PDZ-peptide interaction inhibition; Q9HD26; purified CAL PDZ, TMR-peptide fluorescence polarization, 1 h; AID 504414; inhibition, % at 20 µM; 330,000 compounds, 0.02% hits;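 active = highest replicate inhibition of at least 40%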;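 note: plate controls were DMSO neutral control wells for no effect and unlabeled competitor peptide control wells for full effect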
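System: purified tagged CAL PDZ domain construct (CerCALP). Schedule: 1 h incubation at room temperature before polarization reading. Medium: 25 mM sodium phosphate pH 7.4, 150 mM NaCl, TCEP, IgG, Thesit. Read-out: percent inhibition from loss of millipolarization. Measured by: FP readout, S and P plane fluorescence. Probe or stimulus: fluorescent TMR peptide probe.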
PKA-R2B act – PKA-R2B complex activation. P22694+P31323. PKA-R2B holoenzyme dissociation, Cy5-IP20 fluorescence polarization; R2B truncated from residue 108, S112A mutant; 0% DMSO only, 100% 113 µM cGMP. activation, % at 11.4 µM. 340,000 compounds, 0.079% hits. AID 504700;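 active = activation above a cutoff set at the mean over all compounds plus 3 SD, cut at about 18% in these data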;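 note: higher means more holoenzyme dissociation and a rise in polarization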
Target sequence (P31323 whole entry, looked up, other chains not shown, the tested form may be a part): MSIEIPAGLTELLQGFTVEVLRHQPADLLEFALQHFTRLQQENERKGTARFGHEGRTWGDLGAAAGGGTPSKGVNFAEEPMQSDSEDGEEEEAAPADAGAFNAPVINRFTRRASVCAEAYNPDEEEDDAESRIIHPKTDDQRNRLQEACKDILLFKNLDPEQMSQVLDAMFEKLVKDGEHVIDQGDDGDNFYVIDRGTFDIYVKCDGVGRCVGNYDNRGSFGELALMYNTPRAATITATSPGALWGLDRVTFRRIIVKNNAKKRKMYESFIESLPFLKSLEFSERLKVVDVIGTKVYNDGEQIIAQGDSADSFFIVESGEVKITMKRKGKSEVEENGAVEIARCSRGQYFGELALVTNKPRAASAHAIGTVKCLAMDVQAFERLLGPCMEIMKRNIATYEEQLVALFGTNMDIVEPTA
cardiac RTF act – increases calcium sensitivity of human cardiac regulated thin filaments; activation, % at 7.2 µM; 340,000 compounds, 0.24% hits; IANBD-labeled TnC RTF fluorescence at EC20 calcium; 0% EC20 calcium, 100% full calcium; AID 493008;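 active = activation above the mean over all tested compounds plus 3 SD, cut at about 30% in these data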;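 note: rise in fluorescence read as greater calcium sensitivity of cardiac thin filaments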
SR-BI DiI-HDL act – SR-BI HDL lipid transfer activation; CHO ldlA[mSR-BI] cells, DiI-HDL uptake fluorescence, 3 h; 100 = double the neutral-control signal; activation, % at 12.5 µM; AID 504775; 320,000 compounds, 0.096% hits;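 active = mean replicate activation of at least 60% and every replicate at or above 60%; inconclusive = mean or all-replicate condition met, but not both; inactive = mean below 60% and not all replicates reaching 60%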;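 note: 0% = median plate neutral-control signal and 100% = twice that signal; values of inactives mirror those of a sister screen read the other way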
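Test system: SR-BI-overexpressing, LDLR-lacking CHO cells. Measured by: DiI fluorescence, bottom read. Medium: Ham's F12 with 0.5% BSA, HEPES 25 mM, pH 7.4. Timing: 3 h uptake period with compound, 37 °C.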
LANA DNA inh – blocks KSHV LANA C-terminal domain binding to DNA; MBP-C-LANA/FAM-LBS DNA binding, fluorescence polarization; inhibition, % at 9 µM; 340,000 compounds, 0.078% hits;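 active = highest replicate inhibition at or above 60% at 9 µM, even if other replicates fall short; inactive = all replicates below 60% inhibition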;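 note: 0% = neutral control wells and 100% = 4 µM acridine orange control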
Cardiac RTF inh – cardiac RTF calcium desensitization; P19429+P45379; IANBD-labeled cardiac RTF, Ca2+ fluorescence; inhibition, % at 7.15 µM; 340,000 compounds, 0.12% hits; AID 493244;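 active = inhibition above the mean inhibition of all tested compounds plus 3 SD, cut at about 17% in these data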;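 note: assay run at fixed EC70 calcium of 1.6 mM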
CAL PDZ FP-2 – inhibitors of human CAL PDZ peptide binding | inhibition, % at 24.9 µM | 300,000 compounds, 0.92% hits | Q9HD26 | AID 602252 | purified CAL PDZ, TMR-peptide fluorescence polarization, 1 h;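 active = mean inhibition of at least 30% with at least half of replicates also reaching 30%; inconclusive = no clear call, values can overlap the other calls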;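 note: 0% = DMSO neutral control and 100% = excess unlabeled competitor peptide PRC23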
* marks the source's active call; other numbers are inactive results; ? = inconclusive; nt = not tested or not shown. This is a random part of the collection; about 1.6% have a hit in one of these screens.

Value order: Keap1-Nrf2 PPI	Rtt109 HAT inh	DAGLB inhibitor	CAL PDZ FP-1	PKA-R2B act	cardiac RTF act	SR-BI DiI-HDL act	LANA DNA inh	Cardiac RTF inh	CAL PDZ FP-2
> COc1ccc(CC(=O)NNC(=O)c2ccc(Br)o2)cc1
→ 1.6	13.8	0.7	-0.6	-18.1	-2.4	14.3	-0.8	-3.9	-3.0
> Clc1ccc(-c2nnc3n2CCCCS3)cc1
→ -5.2	-1.9	-0.2	-0.9	-16.0	5.7	18.4	0.6	-7.9	0.6
> Cc1nnsc1C(=O)NC(=O)Nc1ccc(F)c(Cl)c1
→ 0.5	9.4	-11.2	-0.4	3.6	5.0	-0.4	1.2	-5.6	-0.6
> CCN1CCN(C(=O)c2sc3nc(C)nc(N4CCC(C)CC4)c3c2C)CC1
→ -3.8	-7.3	-0.7	0.0	1.3	1.6	-28.2	0.8	-2.3	-2.4
> CC(=O)N1CCN(c2ccc(NC(=O)/C=C/c3ccccc3)cc2)CC1
→ -1.3	2.0	2.9	-4.2	-1.8	-0.5	-9.2	-1.0	-20.1	-3.0
> O=C(NCCc1ccccc1)C1CCCN1S(=O)(=O)c1ccccc1 (stereo unspecified)
→ 2.2	-0.7	nt	0.0	nt	nt	20.2	-0.2	nt	5.1
> CC(CCC(C)C(C)(C)C)[C@@H]1CC[C@H]2C3C[C@H](OS(O)(=S)=S)[C@H]4C[C@H](OS(O)(=S)=S)[C@@H](OS(O)(=S)=S)C[C@]4(C)[C@H]3CC[C@]12C (stereo partly specified) (tested in a mixture with another compound)
→ 84.3*	?	34.8*	-2.2	13.1	-23.5	-2.1	123.2*	56.2*	-16.2
> O=C(NCc1ccccc1Cl)c1cc(=O)[nH]c2ccccc12
→ -5.9	4.4	4.1	-2.3	-0.4	0.7	-1.0	1.4	-5.1	-1.7
> COc1ccc(C)cc1NC(=O)COC(=O)c1c(C)nn(-c2ccccc2)c1C
→ -2.5	4.5	-7.4	-1.4	-6.3	-0.6	-8.0	-0.9	-0.1	-0.9
> O=C(CSc1nnc(-c2cccc(F)c2)o1)NC1CCCC1
→ -2.2	2.9	3.0	-2.2	-2.0	-4.3	4.1	0.0	3.4	-5.5
> COc1cccc(CC(=O)Nc2ccccc2N2CCCC2)c1
→ 0.0	4.3	-1.0	-1.9	-4.7	-2.0	nt	-1.5	10.5	2.0
> Cc1ccc2c(c1)N(CC(=O)NCCCN1CCOCC1)C(=O)C(C(C)C)O2 (stereo unspecified)
→ 0.6	-1.1	2.3	0.2	-8.5	0.7	18.4	-1.5	-1.3	nt
> CCN(CC(=O)Nc1cc(S(=O)(=O)N2CCCCC2)ccc1Cl)Cc1ccccc1
→ -0.9	-1.1	-10.2	-1.8	-2.6	-3.6	-60.9	0.1	-12.1	-5.3
> Cc1ccccc1OC(C)C(=O)NCCCN1CCOCC1 (stereo unspecified)
→ -2.8	2.8	-0.4	-2.9	-1.6	0.1	2.1	-0.2	-1.3	1.1
> COc1ccc(Nc2nc(-c3cccc(OC)c3O)nc3ccccc23)cc1
→ -4.5	5.4	-7.9	-0.2	-5.3	-7.5	-82.8	-0.1	-2.5	-4.8
> CN1CCN(C(=O)CCN2C(=O)c3ccccc3C2=O)CC1
→ -0.2	-3.2	-5.3	-0.2	-5.2	-2.9	12.6	1.2	2.7	-1.7
> CCc1ccc(-c2nn[nH]n2)cc1
→ 0.9	0.9	-0.8	-3.5	3.2	-5.9	2.4	1.5	-11.5	-0.7
> O=C(Nc1cccc2ccccc12)N1CCN(c2ncccn2)CC1
→ -8.1	-3.9	-0.7	-2.6	3.9	-2.6	nt	-0.6	-6.6	-2.4
> O=C(c1ccccc1)N1CCN(S(=O)(=O)N2CCOCC2)CC1
→ 3.4	-1.7	1.1	-1.2	6.2	4.2	28.0	-1.0	-1.7	-0.4
> CCOc1ccc(Br)cc1S(=O)(=O)Nc1cccc(S(=O)(=O)N2CCOCC2)c1
→ -4.9	-5.7	2.2	-3.1	0.2	-3.2	8.4	0.1	-3.9	nt
> Cc1c(C(=O)N2CCN(CCc3ccccc3)CC2)oc2ccccc12
→ -6.4	-7.2	-11.7	-1.5	-3.1	9.9	12.8	0.4	-3.9	nt
> Cc1cc(Nc2ccc(N3CCC(C)CC3)cc2)n2ncnc2n1
→ -3.0	-3.0	5.3	-0.6	4.5	-13.6	-7.1	2.3	-3.2	2.3
> CCOC(=O)c1c(NC(=O)OC)sc2c1CCC2
→ -0.6	-0.5	-11.6	nt	-12.7	3.0	-9.9	-0.5	1.1	-1.7
> COc1ccc2c(O)c(-c3c(C)cc(C)cc3C)c(=O)[nH]c2c1
→ -6.3	0.8	-0.6	-0.4	-8.2	12.0	nt	0.3	-6.0	-0.4
> CCC(C)Nc1nc(-c2c[nH]c3ccccc23)cs1 (stereo unspecified)
→ 2.6	-1.4	2.7	-1.7	9.5	-0.6	-15.4	2.5	2.5	-1.3
> CC1CCC2(CC1)NC(=O)N(CC(=O)NCc1ccc3c(c1)OCO3)C2=O (stereo unspecified)
→ -2.2	2.8	1.8	-2.1	-7.8	6.3	nt	-0.2	-16.9	-4.0
> COc1ccc(NC(=O)C2CCN(C(=O)[C@@H]3Cc4ccccc4CN3C(=O)OC(C)(C)C)CC2)cc1
→ 1.7	8.7	2.4	-1.2	-8.2	-1.7	-4.8	-1.1	-17.2	6.1
> CCN(CC)c1ccc(Nc2nc(Cl)ncc2Br)cc1
→ 0.1	-2.5	1.3	nt	-7.4	5.8	-33.6	-2.6	3.9	-4.5
> COCC(=O)Nc1cc(C)c2c(=O)oc3ccccc3c2n1
→ 0.7	-4.5	-1.1	-0.2	-4.4	-1.0	-3.1	-1.4	-12.0	nt
> CCC(=O)N1CCc2cc(Br)cc(S(=O)(=O)NCCN3CCCC3)c21
→ -2.4	2.9	0.1	-0.3	1.3	0.8	-9.4	-1.2	-5.0	-1.4
> O=S(=O)(c1ccc(F)cc1F)N1CCN(CCO)CC1
→ 5.4	4.7	0.1	0.0	-14.7	1.0	-1.3	1.9	0.9	0.3
> O=C(/C=C/c1ccccn1)c1ccc(Br)cc1O
→ -3.3	-0.2	-1.8	-1.9	-1.9	9.5	-2.7	1.9	-12.7	-4.9
> Cn1ncc(Cl)c(Oc2ccc(C(C)(C)C)cc2)c1=O
→ -1.6	9.1	-4.2	-2.8	-20.7	1.1	25.5	0.4	-6.4	-2.7
> COC(=O)c1ccc(C(=O)OC)c(NC(=O)CSc2n[nH]c(N)n2)c1
→ -2.7	-1.2	-1.0	-0.3	2.6	5.7	15.0	0.3	-2.3	0.9
> COC(=O)c1cc(O)cc(OC)c1Oc1cc(C)cc(O)c1C(=O)O
→ 1.5	8.1	3.4	1.9	-7.0	-9.6	-7.6	41.6	-5.2	4.9
> COCCNC(=S)NN(c1ccccc1)c1ccccc1
→ -1.0	7.0	1.4	-0.8	-3.5	-0.4	8.0	0.2	-1.8	-4.9
> O=c1cc2c(=O)oc3cc(O)c(O)oc3c2c(O)c1O
→ -3.4	-0.6	-0.7	nt	10.9	-51.0	14.5	112.2*	86.7*	-3.3
> O=C1C(Cc2ccccc2)Nc2ncnc(N3CCc4ccccc4C3)c2N1Cc1ccccc1 (stereo unspecified)
→ -4.9	2.0	3.4	0.3	0.6	-0.4	22.7	1.2	-14.7	-1.9
> COc1cc([N+](=O)[O-])c(N2CCOCC2)c([N+](=O)[O-])c1OC
→ 0.2	3.9	2.9	-0.1	-9.6	3.1	10.6	2.1	-1.2	1.6
> Cc1nnc(SCC(=O)Nc2nc(-c3ccc(F)cc3)cs2)[nH]c1=O
→ 1.6	5.8	5.5	-0.4	-0.8	-0.9	-11.3	1.8	2.6	-1.2
> Cc1ccc(N(CCC#N)C(=O)COC(=O)c2ccccc2SCC(=O)N2CCCC2)cc1
→ -5.3	-14.7	-1.2	-0.8	3.1	6.3	3.4	0.5	-3.9	-4.7
> CC1CCCN(c2nc3nonc3nc2Nc2ccccc2F)C1 (stereo unspecified)
→ -4.0	4.9	-6.8	-0.1	-2.8	-5.5	27.2	-0.2	0.0	-2.3
> CCCOc1ccc(NC(=O)CC2C(=O)N(CC)C(=S)N2Cc2cccs2)cc1 (stereo unspecified)
→ -6.4	0.0	-9.0	2.1	-1.8	-2.0	-9.7	-1.1	10.7	nt
> CCOC(=O)C1=C(C)N(CCCC(=O)O)C(=O)NC1c1cccs1 (stereo unspecified)
→ -1.6	-11.8	0.5	-0.5	-6.5	-1.1	14.4	-0.7	-2.2	2.1
> Cc1ccc(C)c(CN2C(=O)CSc3ccc(C(=O)N4CCCC4)cc32)c1
→ -2.5	-11.8	-1.4	-2.3	-6.3	1.6	-2.1	1.5	6.8	-2.4
> Cc1cc(C(F)(F)F)c2c(C)nn(CCc3nn[nH]n3)c2n1
→ -2.6	3.0	-3.6	-0.8	-1.5	3.8	30.3	0.1	-3.1	-0.4
> O=C(CSc1nc2ncccc2[nH]1)NCc1ccco1
→ -1.2	1.2	-0.8	-0.8	2.7	-5.7	-1.3	1.3	-1.5	58.6*
> COc1ccc(NC(=O)Cc2c(C)n(C(=O)c3ccc(Cl)cc3)c3ccc(OC)cc23)cc1
→ -0.2	1.5	-3.4	-1.7	-12.1	-6.0	-52.0	0.0	2.8	-3.2
> COc1ccc(C(c2c(O)nc(SC)n(C)c2=O)c2c(O)nc(SC)n(C)c2=O)cc1O
→ -6.2	4.7	0.1	-0.3	-12.1	2.0	21.7	0.9	-12.4	-0.5
> CC(=O)c1ccccc1OCC(=O)Nc1cccc(S(=O)(=O)N2CCCC2)c1
→ 3.1	11.2	-2.3	0.1	2.7	0.1	-23.7	0.6	1.6	1.0

The results go on.
Value order: Keap1-Nrf2 PPI	Rtt109 HAT inh	DAGLB inhibitor	CAL PDZ FP-1	PKA-R2B act	cardiac RTF act	SR-BI DiI-HDL act	LANA DNA inh	Cardiac RTF inh	CAL PDZ FP-2
> O=C(N[C@H](Cc1cc(=O)[nH]c2ccccc12)C(=O)O)c1ccc(Cl)cc1
→ -7.9	-12.1	-1.4	-0.8	-7.4	-3.4	8.3	-0.1	2.5	-4.1
> CC(C)c1cc(C(=O)OCC(=O)N2CCN(C(=O)c3ccco3)CC2)c(O)c(C(C)C)c1
→ -3.2	0.0	1.4	0.1	-11.8	-2.0	-37.3	1.5	9.0	-2.7
> NS(=O)(=O)c1ccc(CCNC(=O)C(=O)Nc2cc3c4c(c2)CC(=O)N4CCC3)cc1
→ -2.3	-3.3	-1.3	-0.2	-1.0	6.2	-7.5	0.6	-7.1	-6.3
> COc1ccc(-n2nc(C(=O)NCC(=O)N3CCCC3)c3ccccc3c2=O)cc1
→ -0.7	10.3	0.6	-0.7	2.4	-6.8	nt	0.5	-14.6	-5.0
